High-throughput results: PubChem, National Center for Advancing Translational Sciences (NCATS)
ATXN2 expr inh: Primary qHTS for Inhibitors of ATXN expression; AID 1745845, 2022; hit rate 0.72% among 360,000; HEK-293 ATXN2-luciferase reporter, luminescence, 24 h; Potency, µM (highest dose often 57 µM), for inactives: top-dose activity change, negative = inhibition, most hits filed as inhibitors; also: potency is read from the fitted curve at half-maximal effect; % is scaled to controls: 0 for no effect and ±100 for the full control effect; nearly all actives have a fitted effect of over 55% in size
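ATXN2-luciferase reporter cells (luciferase flanked by upstream and downstream ATXN2 gene portions) were treated 24 h at 37 °C with compounds at up to 57 uM. SteadyGlo luminescence gave expression; GF-AFC fluorescence gave viability.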
HT1080NT lethal: qHTS for induction of synthetic lethality in tumor cells producing 2HG: qHTS for the HT-1080-NT fibrosarcoma cell line. hit rate 1.6% among 360,000. Potency, µM (titrated, usually from 46.1 µM), without a hit: at the highest dose activity, negative = less viability, usual class: cytotoxic. HT-1080-NT fibrosarcoma viability, CellTiter-Glo ATP luminescence, 48 h;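 also: NT is the 2HG producing partner of a matched IDH1 knockdown line; potency is read from the fitted curve at half-maximal effect; 0% = DMSO-treated cells and -100% = media-only wells without cells; nearly all actives have a fitted effect of over 55% in size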
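Read-out is CellTiter-Glo luminescence after 10 minutes at room temperature, following 48 hours' compound treatment of HT-1080-NT cells (750 cells/well, RPMI, 5% FBS, 37 degrees C).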
MCF10A rerep: A quantitative high throughput screen for small molecules that induce DNA re-replication in MCF 10a normal breast cells | MCF 10A DNA re-replication, Hoechst nuclear intensity, 48 h | Potency, µM (titrated, usually from 46.1 µM), for inactives: at the top dose activity, positive = re-replication, most hits filed as activators | hit rate 2.9% among 350,000; also: potency is read from the fitted curve at half-maximal effect; % of control where 0% means no effect; nearly all actives have a fitted effect of over 50% in size
HT1080 IDH1KD tx: qHTS for induction of synthetic lethality in tumor cells producing 2HG: qHTS for the HT-1080-IDH1KD cell line | HT-1080 IDH1 knockdown viability, ATP luminescence, 48 h | Potency, µM (titrated, usually from 46.1 µM), without a hit: top-dose activity, negative = toxicity, usual class: cytotoxic | hit rate 2% among 360,000 | AID 686971, 2013;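 also: potency is read from the fitted curve at half-maximal effect; 0% = DMSO wells and -100% = cell-free medium wells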
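% activity derives from luminescence (CellTiter-Glo), normalised to DMSO and no-cell wells. HT-1080-IDH1KD cells, 750/well, had 48 h compound exposure at 37 °C.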
KB-3-1 cytotox: qHTS assay for MDR1-selective chemotherapeutics: Primary screen using the parental adenocarcinoma cell KB-3-1. KB-3-1 viability, CellTiter-Glo ATP luminescence, 72 h. Potency, µM (top dose mostly 46.1 µM), for the others: at the top dose activity change, negative = cytotoxic, usual class: cytotoxic. hit rate 1.4% among 400,000; also: potency is read from the fitted curve at half-maximal effect; % is scaled to controls: 0 for no effect and ±100 for the full control effect; nearly all actives have a fitted effect of over 60% in size
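KB-3-1 parental drug-naive adenocarcinoma cells in DMEM/10% FBS, incubated 72 h at 37 C with pin-transferred compounds across a concentration series. Viability by CellTiter-Glo luminescence; concentration-response curves fitted after normalization.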
HepG2 tox: qHTS for Inhibitors of TGF-b: Cytotox Counterscreen. Potency, µM (series often up to 46.1 µM), inactives show top-dose activity change, negative = cytotoxicity, most hits filed as cytotoxic. hit rate 0.76% among 410,000. HepG2 CAGA-GFP viability, ATP luminescence, 18 h. AID 588856, 2011; also: potency is read from the fitted curve at half-maximal effect; some results filed as inactive show a strong effect at the top dose
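HepG2 CAGA-GFP cells (1000/well, DMEM with 1% FBS) received compound, then TGF-beta at 500 pg/mL final, and were incubated 18 hours at 37 degrees C. Viability was read by CellTiter-Glo luminescence. Media-only wells were set as complete cell-killing and DMSO as no toxicity.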
IL-1B inflam inh: qHTS for Inhibitors of Inflammasome Signaling: IL-1-beta AlphaLISA Primary Screen. hit rate 4.7% among 360,000. THP-1 LPS/ATP IL-1B secretion, AlphaLISA, 16 h; hits give low values. activity change, % at 57.5 µM; in the data active = activity change below about -50%; inconclusive = mostly about -30% to -49%; also: % is scaled to controls: 0 for no effect and ±100 for the full control effect
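THP-1 cells pretreated 1 hr with compounds (up to 57.5 uM final), then stimulated with LPS (250 ng/mL final) plus ATP (1.25 mM final); secreted IL-1B measured by AlphaLISA after 16 hr, decreased signal indicating inhibition.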
ATXN viability: Viability Counterscreen for Primary qHTS for Inhibitors of ATXN expression | AID 651635, 2014 | S2 cells (HEK-293 line with an ATXN2-luciferase reporter) viability, CellTiter-Fluor protease fluorescence, 24 h | hit rate 0.49% among 400,000 | Potency, µM (series often up to 56.7 µM), most hits filed as cytotoxic; also: potency is read from the fitted curve at half-maximal effect; nearly all actives have a fitted effect of over 40% in size
SW480 rereplic: A quantitative high throughput screen for small molecules that induce DNA re-replication in SW480 colon adenocarcinoma cells | hit rate 1.8% among 340,000 | Potency, µM (highest dose often 46.1 µM), without a hit: at the highest dose re-replication activation, most hits filed as activators | AID 624297, 2012 | SW480 DNA re-replication, Hoechst DNA content imaging, 48 h; also: potency is read from the fitted curve at half-maximal effect; % of control where 0% means no effect; nearly all actives have a fitted effect of over 55% in size
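Readout is total intensity of Hoechst-stained nuclei, excited at 405 nm and collected at 500-530 nm. Compound treatment lasted 48 hr at 37 C in 5% CO2 before staining.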
* hit, by the source's call; i = inactive; ? = inconclusive; . = no result given; [ ] = another dose, or the depositor's remark. Unless noted, calls follow the shape of the dose curve; as a rule, active = well fitted curve in the direction sought with a large enough effect; inconclusive = small, poorly fitted or top-dose-only effect, or another doubt; inactive = no such curve, though single readings can be large; an effect the other way counts as inactive or inconclusive.

SMILES	ATXN2 expr inh	HT1080NT lethal	MCF10A rerep	HT1080 IDH1KD tx	KB-3-1 cytotox	HepG2 tox	IL-1B inflam inh	ATXN viability	SW480 rereplic
COc1ccc(OC)c(C2Nc3ccccc3NC3=C2C(=O)CC(C)(C)C3)c1 (configuration not stated)	.	5%	-12%	6%	1%	-15%	-4	?	-5%
CC1=C(C(=O)N2CCOCC2)CC(CC(=O)NCc2cccc3ccccc23)C(=O)N1CCCN1CCCC1=O (configuration not stated)	11%	10%	.	4%	-8%	-11%	13	i	.
COc1ccc(NC(=O)/C(C#N)=C\c2ccc(N3CCOCC3)o2)cc1	-6%	-17%	?	-2%	0%	-2%	-20	i	-2%
COCCn1c(=O)[nH]c2cc(C(=O)NCc3ccccc3)ccc2c1=O	0%	-5%	17%	-16%	-29%	-17%	24	i	2%
Cn1c(NC(=O)c2cc(Cl)ccc2Cl)cc(=O)n(C)c1=O	8%	3%	-9%	2%	18%	-30%	6	i	-7%
COCCCNc1ccn2nc(-c3ccc(Cl)cc3)cc2n1	72%[activator]	22%	.	-9%	0%	-44%	52	?	.
COc1cc(C2C(C(=O)c3ccc(C)o3)=C(O)C(=O)N2CCN2CCOCC2)ccc1OCCC(C)C (configuration not stated)	-5%	9%	18%	21%	12%	-6%	i	?	2%
c1ccc(COc2ncnc3c2ncn3CCCNCc2ccc3c(c2)OCO3)cc1	-1%	-4%	-12%	-13%	12%	-1%	-17	i	?
Cc1cc(OCC(=O)c2cccc(C(F)(F)F)c2)n2cnnc2n1	13%	10%	5%	10%	15%	1%	24	i	0%
C[C@@H]1CN(S(=O)(=O)C(C)(C)C)[C@@H](CCO)/C1=C\c1ccccc1	0%	6%	0%	7%	0%	-2%	4	i	-3%
COc1ccc(COCC(O)CN2CCN(S(=O)(=O)c3ccc(C(C)C)cc3)CC2)cc1 (configuration not stated)	-4%	1%	4%	-3%	-19%	-19%	-8	?	-7%
Cc1nc2sccn2c1-c1csc(NCc2ccccc2)n1	6%	?	1%	7%	?	-27%	-73*	i	17%
COc1ccc(S(=O)(=O)NC(C)C(=O)Nc2ccccc2F)cc1 (configuration not stated)	7%	0%	-1%	9%	21%	0%	11	i	-1%
O=C(O)CCCCCNC(=O)c1ccccc1Br	4%	-3%	?	-2%	2%	-11%	-3	i	-3%
O=C(c1cc2ccccc2o1)N1CCN(c2cccc(Cl)c2)CC1	2%	15%	-1%	21%	.	23%	2	i	-5%
COc1ccc(CCNC(=O)c2cc(S(=O)(=O)N3CCCCC3)c[nH]2)cc1OC	-6%	11%	0%	0%	-12%	-5%	24	i	-15%
CCCCNC(=S)NCCN1CCCCC1	-38%	2%	4%	0%	0%	0%	-19	i	-3%
CCC(C)NC(=O)CNC(=O)c1nn(-c2ccc(OC)c(Cl)c2)c(=O)c2ccccc12 (configuration not stated)	.	6%	7%	2%	1%	-44%	1	i	-18%
COC(=O)c1cc(C(=O)c2cc(Br)ccc2O)coc1=N	2%	-4%	6%	0%	?	-2%	66	i	7%
Cn1nnnc1SCCNCc1ccccc1OCc1ccc(F)cc1	7%	-3%	0%	0%	0%	1%	32	i	-6%
Brc1ccc2c(c1)OCCOCCOc1cc(Br)ccc1OCCOCCOCCO2	16µM*	?	?	18µM*	?	-41%	-56*	?	?
Cc1ccc(C)c(N2CCN(S(=O)(=O)c3ccc4c(c3)CCCN4C(=O)C3CCC3)CC2)c1	7%	.	.	.	?	1%	.	i	.
CCCN1CCN(CCCNC(=O)c2ccc3nc(Cc4ccccc4)oc3c2)CC1	-22%	.	.	.	-31%	-15%	.	i	.
COc1ccc(CCNC(=O)c2cc3sc(Cl)cc3n2C)cc1OC	?	0%	0%	-1%	2%	-14%	-19	i	20%
COc1cc(-n2nnnc2SC)c(OC)cc1Cl	4%	9%	3%	10%	4%	0%	-13	i	-14%

In another format: entries from further up
SMILES | ATXN2 expr inh | HT1080NT lethal | MCF10A rerep | HT1080 IDH1KD tx | KB-3-1 cytotox | HepG2 tox | IL-1B inflam inh | ATXN viability | SW480 rereplic
COc1ccc(OC)c(C2Nc3ccccc3NC3=C2C(=O)CC(C)(C)C3)c1 (configuration not stated) | . | 5% | -12% | 6% | 1% | -15% | -4 | ? | -5%
CC1=C(C(=O)N2CCOCC2)CC(CC(=O)NCc2cccc3ccccc23)C(=O)N1CCCN1CCCC1=O (configuration not stated) | 11% | 10% | . | 4% | -8% | -11% | 13 | i | .
COc1ccc(NC(=O)/C(C#N)=C\c2ccc(N3CCOCC3)o2)cc1 | -6% | -17% | ? | -2% | 0% | -2% | -20 | i | -2%
COCCn1c(=O)[nH]c2cc(C(=O)NCc3ccccc3)ccc2c1=O | 0% | -5% | 17% | -16% | -29% | -17% | 24 | i | 2%
Cn1c(NC(=O)c2cc(Cl)ccc2Cl)cc(=O)n(C)c1=O | 8% | 3% | -9% | 2% | 18% | -30% | 6 | i | -7%
COCCCNc1ccn2nc(-c3ccc(Cl)cc3)cc2n1 | 72%[activator] | 22% | . | -9% | 0% | -44% | 52 | ? | .
COc1cc(C2C(C(=O)c3ccc(C)o3)=C(O)C(=O)N2CCN2CCOCC2)ccc1OCCC(C)C (configuration not stated) | -5% | 9% | 18% | 21% | 12% | -6% | i | ? | 2%
c1ccc(COc2ncnc3c2ncn3CCCNCc2ccc3c(c2)OCO3)cc1 | -1% | -4% | -12% | -13% | 12% | -1% | -17 | i | ?
Cc1cc(OCC(=O)c2cccc(C(F)(F)F)c2)n2cnnc2n1 | 13% | 10% | 5% | 10% | 15% | 1% | 24 | i | 0%
C[C@@H]1CN(S(=O)(=O)C(C)(C)C)[C@@H](CCO)/C1=C\c1ccccc1 | 0% | 6% | 0% | 7% | 0% | -2% | 4 | i | -3%

Additional compounds:
SMILES	ATXN2 expr inh	HT1080NT lethal	MCF10A rerep	HT1080 IDH1KD tx	KB-3-1 cytotox	HepG2 tox	IL-1B inflam inh	ATXN viability	SW480 rereplic
CCOc1ccc(-n2cnnn2)cc1S(=O)(=O)NCCc1ccc(OC)c(OC)c1	-2%	4%	13%	1%	0%	-26%	-12	i	-2%
COc1cccc(Oc2nc3c(c(=O)n(Cc4ccccc4F)c(=O)n3C)n2C)c1	7%	.	.	.	-2%	-2%	.	i	.
O=C(N1CCN(c2ccccn2)CC1)C(Cl)(Cl)Cl	24%	10%	11%	8%	4%	-22%	15	i	-6%
Cc1cc([N+](=O)[O-])ccc1N1C(=O)c2ccc(C(=O)Nc3ccccc3C(=O)O)cc2C1=O	.	6%	9%	20%	4%	8%	16	i	-7%
CCOC(=O)C(C)N1C(=O)S/C(=C/c2cc(C)n(-c3ccccn3)c2C)C1=O (configuration not stated)	-16%	-4%	?	0%	-17%	-16%	-28	i	3%[9.22 µM]
O=C1C2ON(c3ccccc3)C(c3ccncc3)C2C(=O)N1c1ccc(Br)cc1 (configuration not stated)	1%	1%	-1%	-1%	6%	6%	14	i	-9%
CCOC(=O)c1sc(=NC(=O)c2ccc(OC)c(OC)c2)n(C)c1C	-21%	11%	-4%	?	5%	4%	3	?	2%
CC(=O)c1cccc(NC(=O)CN(C)S(=O)(=O)c2cccc3nsnc23)c1	.	-4%	-4%	-3%	-2%	-5%	17	i	20%
COc1cccc(NC(=O)c2cc3c(-c4ccc(Cl)cc4)nn(C)c3s2)c1	?	.	.	.	-19%	-45%	.	i	.
Cc1csc(NC(=O)c2c(O)c3c(n(CC(C)C)c2=O)CCCC3)n1	-15%	11%	?	-2%	?	8%	13	i	-4%
CC(C)N1CC(=O)N2CSCC2C1=O (configuration not stated)	1%	25%	.	27%	20%	.	29	i	.
COc1ccc(S(=O)(=O)N2CCC3CC2c2cc(-c4ccc5c(c4)OCO5)ccc23)cc1 (configuration not stated)	-5%	17%	.	8%	0%	-24%	33	i	.
C/[N+]([O-])=C\c1cccc(OCCN2CCN(c3ncc(C(F)(F)F)cc3Cl)CC2)c1	?	-30%	9%	-3%	7%	-18%	-51*	i	8%
CCCCS(=O)(=O)c1sc2nc3c(cc2c1N)CCCC3	10%	-21%	-1%	-16%	-21%	-27%	-15	i	1%
O=C(COc1ccc([N+](=O)[O-])cc1Cl)Nn1cnnc1	-4%	9%	1%	11%	16%	8%	12	i	15%
COc1ccccc1/C=N/NC(=O)CO	4%	13%	6%	16%	-3%	-1%	27	i	-4%
Cc1cc(NC(=O)COC(=O)c2cc(S(=O)(=O)N(C)c3ccccc3)ccc2Cl)no1	.	3%	-2%	10%	19%	18%	0	i	-15%
Cc1ccc(-n2c(C)cc(/C=N/NC(=O)CC3(C)OCCO3)c2C)c(C)c1	-3%	-7%	1%	-11%	-14%	-8%	-28	i	-4%
CCC(CC)NC(=O)c1n[nH]c(=O)c2ccccc12	-3%	0%	1%	2%	-2%	0%	13	?	-7%
COc1ccc(OC)c(NC(=O)CSc2ncc3c(n2)-c2ccccc2N(C)S3(=O)=O)c1	-9%	.	.	.	5%	0%	.	?	.
CCN(C(=O)CSc1nnc(C)n1-c1ccccc1)C1CCS(=O)(=O)C1 (configuration not stated)	-1%	21%	-11%	23%	0%	5%	9	i	-9%
Cc1noc(NS(=O)(=O)c2ccc(NC(=O)c3cnc4scc(C)n4c3=O)cc2)c1C	4%	-4%	6%	0%	4%	-10%	16	i	-12%
COc1cccc(N2CCN(C(=O)CN(C)S(=O)(=O)c3ccc4c(c3)CCC(=O)N4)CC2)c1	-6%	-5%	-4%	0%	5%	-13%	7	i	-6%
